Menin MLL FP TR: menin-MLL binding inhibition, Texas Red mutant peptide; O00255; Menin + Texas Red MLL mutant peptide, fluorescence polarization; Potency, µM (series often up to 61.6 µM), for the others: at the top dose FP activity change, negative = inhibition, most hits filed as inhibitors; actives 0.23% (n = 270,000); active means well fitted inhibition curve with a large enough effect in the polarisation, with a control signal flat, not every such curve was filed as active; inconclusive means small, poorly fitted or top-dose-only effect, or effect the other way, or a change in a side signal; inactive means no such curve, though single readings can be large or run the other way; the % refers to the polarisation; further: potency means the concentration at half of the fitted maximal effect; % of control where 0% means no effect; many of its hits are not listed in these tables
TCR activator: activators of T cell receptors | 330,000 tested, under 10 active | AID 504894 | primary human leukocytes, anti-CD3, IL-2 HTRF, 48 h | Potency, µM (doses to about 9.22 µM), inactives show top-dose activation of IL-2 secretion, actives largely listed as activators; further: % of control where 0% means no effect
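Activity was scored as IL-2 release from primary human leukocytes given only a TCR signal (a-CD3 beads) plus compound for 48 hr. Detection used a two-antibody HTRF format read at 665nm.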
MBNL1-CUG inh: inhibitors of human MBNL1 binding to CUG repeat RNA. Q9NR56. TR-FRET MBNL1-His/biotin-(CUG)12 binding, 665/545 ratio. Potency, µM (series often up to 57.5 µM), inactives show at the top dose activity change, negative = inhibition, hits mostly inhibitors. actives 0.036% (n = 280,000). AID 2675; active means well fitted inhibition curve with a large enough effect in the signal ratio, with a control signal flat, not every such curve was filed as active; inconclusive means small, poorly fitted or top-dose-only effect, or effect the other way, or a change in a side signal; inactive means no such curve, though single readings can be large or run the other way; the % refers to the signal ratio; further: potency means the concentration at half of the fitted maximal effect; on the % scale 0 is the no-effect control and ±100 the full control effect
Target sequence (Q9NR56 whole entry, looked up): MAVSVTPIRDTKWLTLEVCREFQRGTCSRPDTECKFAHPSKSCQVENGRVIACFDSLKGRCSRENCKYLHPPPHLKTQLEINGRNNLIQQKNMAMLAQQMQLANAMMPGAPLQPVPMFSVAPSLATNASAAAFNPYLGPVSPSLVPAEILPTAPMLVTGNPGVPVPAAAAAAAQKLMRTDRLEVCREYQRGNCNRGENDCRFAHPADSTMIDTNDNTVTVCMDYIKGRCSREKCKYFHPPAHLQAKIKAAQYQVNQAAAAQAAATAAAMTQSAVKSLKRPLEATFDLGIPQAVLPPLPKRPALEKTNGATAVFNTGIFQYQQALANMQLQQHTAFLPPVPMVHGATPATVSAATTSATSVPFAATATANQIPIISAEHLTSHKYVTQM
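Compound titration spanned 92 nM–58 uM against the MBNL1-His/biotin-(CUG)12 complex. After 60 min at room temperature with 5 nM streptavidin-XL665 and 0.055 ng/ul terbium anti-His, ratiometric 665/545 nm emission (Ex 340 nm) normalized to controls.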
TSHR antagonist: antagonists of human thyroid stimulating hormone receptor; actives 0.2% (n = 330,000); P16473; activity change, negative = inhibition, % at 11.5 µM; AID 504810; TSHR-expressing cells, TSH-stimulated cAMP HTRF, 2 h; active compounds read low;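 active means activity change below a set negative limit, meaning inhibition stronger than a set level, cut at about -70% in these data; inconclusive means activity change between two set negative limits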; further: on the % scale 0 is the no-effect control and ±100 the full control effect
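Inhibition of cAMP made by TSHR-expressing cells under TSH stimulation (4nM final, EC80; 2 h, 37 deg C) is quantified with a one-step lysis HTRF kit, anti-cAMP cryptate versus cAMP-d2.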
ASM inhibitor: blocks human secretory acid sphingomyelinase. P17405. placental ASM, HMU-PC fluorogenic substrate, 60 min. Potency, µM (doses to about 57.5 µM), inactives show top-dose activity change, negative = inhibition, hits mostly inhibitors. actives 0.006% (n = 340,000); further: potency means the concentration at half of the fitted maximal effect
Target sequence (P17405 47-631 limits assumed): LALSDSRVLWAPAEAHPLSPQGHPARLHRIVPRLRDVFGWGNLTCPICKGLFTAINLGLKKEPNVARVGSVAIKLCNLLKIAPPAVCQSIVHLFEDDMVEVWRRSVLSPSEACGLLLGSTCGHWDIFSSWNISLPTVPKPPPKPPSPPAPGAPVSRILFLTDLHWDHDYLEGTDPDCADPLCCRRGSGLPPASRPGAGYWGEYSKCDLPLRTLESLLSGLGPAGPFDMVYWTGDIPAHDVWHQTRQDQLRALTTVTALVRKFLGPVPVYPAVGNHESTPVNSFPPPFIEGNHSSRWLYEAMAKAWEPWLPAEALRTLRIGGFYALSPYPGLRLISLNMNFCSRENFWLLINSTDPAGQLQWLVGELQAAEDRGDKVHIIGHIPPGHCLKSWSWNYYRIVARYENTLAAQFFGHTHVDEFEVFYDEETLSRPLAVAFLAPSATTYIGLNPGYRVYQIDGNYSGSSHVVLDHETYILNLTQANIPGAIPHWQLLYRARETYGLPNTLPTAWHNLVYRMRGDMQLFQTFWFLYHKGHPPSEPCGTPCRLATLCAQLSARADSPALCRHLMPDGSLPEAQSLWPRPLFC
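HMU-PC0 cleavage (9 uM final) by human placental ASM, 60 min at 37 °C following 10 min compound exposure at RT; stopped at pH 10, fluorescence Ex 386/Em 447 nm.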
PTAP TSG101 blk: blocks PTAP/TSG101 interaction to inhibit HIV-1 budding | Q99816 | Potency, µM (highest dose often 115 µM), without a hit: at the highest dose activity change, negative = inhibition, actives largely listed as inhibitors | 340,000 tested, under 10 active | Fluorescence polarization, FITC-PTAP peptide / Tsg101 binding; active means well fitted inhibition curve with a large enough effect in the main read-out, with a control signal flat, not every such curve was filed as active; inconclusive means small, poorly fitted or top-dose-only effect, or effect the other way, or a change in a side signal; inactive means no such curve, though single readings can be large or run the other way; further: potency means the concentration at half of the fitted maximal effect; % of control where 0% means no effect
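FP read-out: FITC-PTAP peptide, 50 nM final, binding Tsg101 binding domain, 10 uM final; 20 min, r.t.; 10 mM HEPES pH 7.5, 0.15 M NaCl, 0.01% Tween 20, 3 mM EDTA, 0.1 mM TCEP.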
Integrin act MD: activators of alpha7 integrin expression for muscular dystrophy; actives 0.064% (n = 350,000); Potency, µM (series often up to 38.3 µM), for inactives: at the top dose activation, hits mostly activators; alpha7betagal myoblasts, beta-gal FDG fluorescence, 48 h;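 further: potency means the concentration at half of the fitted maximal effect; 100% = response of the positive control SU9516; nearly all actives have a fitted effect of over 60% in size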
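Alpha7betagal+/- myoblasts (passage 13) were plated 16-24 hr, then exposed to compounds (1:260 dilution of DMSO stock) for 48 hours at 37C. After MPER lysis, β-galactosidase reporter activity was read as FDG fluorescence (ex 480/em 540) after 30 minutes.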
MLL CXXC-DNA inh: blocks binding of human MLL CXXC domain to DNA. MLL-CXXC / FITC-HOXA9 DNA fluorescence polarization. Q03164. actives 0.037% (n = 290,000). Potency, µM (titrated, usually from 115 µM), inactives show at the top dose activity change, negative = inhibition, usual class: inhibitors. AID 2662; active means well fitted inhibition curve with a large enough effect in the polarisation, with a control signal flat, not every such curve was filed as active; inconclusive means small, poorly fitted or top-dose-only effect, or effect the other way, or a change in a side signal; inactive means no such curve, though single readings can be large or run the other way; the % refers to the polarisation; further: potency means the concentration at half of the fitted maximal effect
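Purified MLL-CXXC (added from a 7 uM solution) was preincubated 5 min at ambient with pinned compounds in 50 mM Tris-HCl pH 7.5, 50 mM NaCl, 1 mM DTT, 0.05% BSA. Fluorescein-labeled HOX-A9 DNA (50 nM solution) followed, 30 min, then polarization read.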
AT treatment: potential ataxia-telangiectasia treatments restoring KAP-1 phosphorylation. […] A-T fibroblasts, KAP-1 phosphorylation AlphaLISA; neocarzinostatin DNA damage 30 min before lysis. Potency, µM (series often up to 57.5 µM), without a hit: top-dose activation, usual class: activators. actives 0.19% (n = 320,000). AID 485349; further: potency means the concentration at half of the fitted maximal effect; % of control where 0% means no effect; nearly all actives have a fitted effect of over 45% in size
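hTERT-immortalized A-T patient fibroblasts ([…]), 500 cells/well in OPTI-MEM, 1% FBS, got compounds for 60 min, then NCS for 30 min at 37C. Lysates were then assayed for phospho-KAP-1 by AlphaLISA (anti-pKAP1 donor, anti-KAP1 acceptor beads), 6 hr at 25C.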
Mito fusion yeast: blocks mitochondrial division or promotes mitochondrial fusion; S. cerevisiae fusion-defective mutant growth rescue, CellTiterGlo 48 h; Potency, µM (titrated, usually from 46.1 µM), inactives show top-dose growth rescue (activation), actives largely listed as activators; actives 0.23% (n = 320,000);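 further: potency means the concentration at half of the fitted maximal effect; % of control where 0% means no effect; nearly all actives have a fitted effect of over 45% in size; temperature-sensitive fusion mutants such as fzo1-1 at 37 °C on non-fermentable ethanol glycerol medium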
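Temperature-sensitive fusion-defective S. cerevisiae (e.g. fzo1-1, mgm1-5) were grown with compound in YPEG medium (3% ethanol, 3% glycerol) for 48 hours at 37C. Growth rescue was measured as viability by CellTiterGlo luminescence after 10 minutes at ambient.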
An asterisk follows results filed as active; ? = inconclusive; . = not tested or not shown; [ ] = remark or other dose. Unless noted, the call rests on the fitted dose curve; in most records, active means well fitted curve in the direction sought with a large enough effect; inconclusive means small, poorly fitted or top-dose-only effect, or another doubt; inactive means no such curve, though single readings can be large; an effect the other way counts as inactive or inconclusive. Not all compounds are listed (hit frequency here may not be typical).

SMILES | Menin MLL FP TR | TCR activator | MBNL1-CUG inh | TSHR antagonist | ASM inhibitor | PTAP TSG101 blk | Integrin act MD | MLL CXXC-DNA inh | AT treatment | Mito fusion yeast
COC(=O)c1oc2ccc(Br)cc2c1NC(C)=O | 17% | -4% | 17% | -6 | -4% | -2% | -10% | -4% | 6% | 1%
O=C(O)C1=C[C@@H](c2ccc3c(c2)OCO3)C[C@@H](OCc2ccc(CO)cc2)O1 | 15% | 3% | -11% | 8 | 9% | -2% | -8% | 3% | 13% | 3%
O=C(NNC(=O)c1ccc(Cl)c(S(=O)(=O)Nc2ccc(Cl)cc2)c1)c1ccc(=O)[nH]c1 | . | -11% | . | -9 | 0% | -3% | 2% | . | 4% | -2%
CN(c1ccccc1)S(=O)(=O)c1ccc(NC(=O)c2ccco2)cc1 | ? | -1% | -4% | 8 | -3% | -3% | ? | 5% | 0% | 1%
COc1ccc(/C=N/NC(=O)c2ccc(CSc3nc(C)cc(C)n3)cc2)cc1O | -6% | -9%[46.1 µM] | 29% | -9 | -22% | -2% | 3% | -9% | -1% | 0%
O=C(CNC(=O)c1ccc(Br)cc1)NC1=NCCS1 | 3% | -3% | 0% | 3 | 5% | 0% | -15% | 1% | -8% | -2%
CCOc1ccc(/C=N/NC(=O)c2ccc(O)cc2)cc1CN1CC2CC(C1)c1cccc(=O)n1C2 (configuration not stated) | . | 37% | . | 14 | -2% | -2% | . | . | -6% | -13%
O=C(NC1CC1)c1cccc(NC(=O)C2CCCCC2)c1 | . | -1% | . | . | -1% | 1% | 1% | . | . | .
COc1cc(Cl)cc(/C=N/NC(N)=O)c1O | 11% | -3% | 17% | -2 | 382%[activator] | -8% | 2% | -3% | -3% | 12%
CCCOc1ccc(N2C(=O)CC(N(CCc3ccc(OC)c(OC)c3)C(=O)c3ccccc3)C2=O)cc1 (configuration not stated) | . | -12% | -8% | -3 | -3% | 0% | 13% | -1% | 14% | 1%
COc1ccccc1-n1c(-c2ccccc2)n[nH]c1=S | 1% | 4% | 0% | 6 | 2% | 1% | -23% | -28% | -1% | 0%
CN(C)C(=O)N1CCCC(C(=O)NCCc2ccccc2)C1 (configuration not stated) | 1% | -1% | -6% | 12 | 5% | -3% | 5% | 0% | -8% | 0%
Cc1ccc(S(=O)(=O)Nc2c(C(=O)O)[nH]c3ccccc23)c(C)c1 | ? | -2% | 8% | -6 | 6% | 0% | 3% | 0% | -14% | 4%
COc1ccc(Cn2nnnc2C(c2cccs2)N2CCN(c3ccccc3)CC2)cc1 (configuration not stated) | 2% | -6% | -7% | -21 | -5% | -1% | 16% | 1% | 0% | 25%
CS(=O)(=O)Nc1ccc(S(=O)(=O)N2CCCC2)cc1 | -5% | 5% | 3% | 6 | 2% | 6% | -5% | 10% | -1% | -4%
CC(C)(C)C1CCC(=NOC(=O)c2ccc(F)cc2)CC1 (configuration not stated) | ? | 6% | 2% | -4 | 0% | -1% | 13% | -1% | 8% | 5%
CC(C)Cn1c(/C=N/Nc2nc3ccccc3[nH]2)nc2ccccc21 | 32%[activator] | 1%[46.1 µM] | . | 11 | 6% | 6% | 4% | ? | -1% | ?
CCOc1ccc(/C=C/c2nc(C#N)c(NCCCOC)o2)cc1 | 23% | . | 23% | -5 | . | 1% | -39% | -6% | 9% | -2%
CCc1cccc(NC(=O)C(NC(=O)C2CCCCC2)C(C)C)c1 (configuration not stated) | -9% | -1% | -11% | -2 | 0% | 0% | 2% | 1% | -1% | -4%
CCCCCCCCCC(=O)Nc1cccnc1 | -19% | . | -18% | -12 | . | . | . | -12% | 0% | 20%
CCCCOc1ccc(C(=O)Nc2cccc(C)n2)cc1 | -1% | -3% | 2% | -22 | -1% | -4% | -10% | 0% | 15% | -4%
CSCCC(NC(=O)c1ccco1)C(=O)N1CCCC(C(F)(F)F)C1 (configuration not stated) | . | -22% | . | -12 | -1% | -3% | -26% | . | -12% | -7%
CCc1cc(=O)oc2cc(C)cc(OC(C)C(=O)NC3CC(C)(C)NC(C)(C)C3)c12 (configuration not stated) | 10% | -6% | 0% | 13 | 1% | 1% | -25% | 1% | 5% | 5%
Cc1ccc(NC(=O)CSc2nc(C)c(Cc3ccccc3)c(=O)[nH]2)cc1 | 11% | -7% | -12% | 7 | 2% | 0% | -24% | 8% | -9% | -6%
CCCC1=C(C(=O)OCC)C(c2cc(Cl)cc(OC)c2OCc2ccccc2)NC(=O)N1 (configuration not stated) | -21% | -4% | -1% | -3 | -5% | -4% | -26% | 10% | -3% | 1%
Cc1cccc(/C=N/Nc2ccc3ccccc3n2)c1 | 30%[activator] | 6% | 2% | -1 | 148%[activator] | 2% | -17% | 25% | 11% | -11%
CC(CCC(=O)NN)C1CCC2C3CCC4CC(O)CCC4(C)C3CCC12C (configuration not stated) | . | -3% | . | . | -3% | -2% | 10% | . | . | .
COc1ccc(/C=C2\SC(N3CCCCC3)=NC2=O)cc1OC | ? | -4% | ? | -5 | 86%[activator] | -4% | -37% | 8% | -11% | -4%
CCOC(=O)c1ccc[n+](CC(=O)c2ccc(NC(=O)c3ccccc3)cc2)c1 | 2% | 3% | 17% | 5 | -1% | -1% | -6% | 7% | 11% | -2%
O=[N+]([O-])c1ccc2cn[nH]c2c1 | -1% | -2% | ? | 5 | 1% | 1% | . | 2% | -2% | 0%
COc1cc(OC)c(C2C(C(=O)O)c3ccccc3C(=O)N2C)cc1OC (configuration not stated) | ? | -1% | 5% | 10 | 4% | -2% | 13% | 1% | 13% | 1%
CCOc1ccccc1NC(=O)CSC1=NN2CCCC(=O)N=C2S1 | -15% | -12% | 1% | -4 | 1% | -5% | -6% | -2% | 0% | 6%
CC(C)c1onc(C(=O)NCc2ccc(Cl)cc2)c1[N+](=O)[O-] | 17% | -7%[46.1 µM] | 12% | 1 | 4% | -3% | -36% | -6% | 0% | -7%
CCCCCN(C(=O)CCC(=O)OCCOc1ccc(OC)cc1)c1c(N)n(CCCC)c(=O)[nH]c1=O | . | 2% | . | -14 | -4% | -2% | -13% | . | -10% | 3%
CCOc1ccc(S(=O)(=O)N2CCN(Cc3ccc4c(c3)OCO4)CC2)cc1C | -23% | 10% | -4% | -12 | -2% | -7% | 15% | -9% | -2% | ?
COc1cccc(NC(=O)Nc2ccc3nsnc3c2)c1 | ? | -1% | ? | -2 | 15% | -4% | -3% | 11% | 0% | 4%
Brc1ccccc1OCCCCn1cnc2ccccc21 | ? | 6% | -2% | -14 | -3% | -2% | -5% | ? | 5% | -1%
COC(=O)[C@H](Cc1ccccc1)NC(=O)N1CCC(C)CC1 | 1% | -6% | 9% | -1 | -1% | -1% | 1% | 14% | -4% | 2%
CCOC(=O)c1c(NC(=O)C(C)Sc2c[nH]c3ccccc23)sc2c1CCC2 (configuration not stated) | -1% | -5% | 2% | -16 | -12% | -3% | -7% | 6% | 5% | ?
O=C(CSc1nnc(CNC(=O)c2c(F)cccc2F)o1)NCc1ccccc1 | -5% | 0% | 1% | -4 | 0% | -1% | -1% | ? | -2% | -1%

Single records, from the list above. Screens in order: Menin MLL FP TR, TCR activator, MBNL1-CUG inh, TSHR antagonist, ASM inhibitor, PTAP TSG101 blk, Integrin act MD, MLL CXXC-DNA inh, AT treatment, Mito fusion yeast
`COc1cc(OC)c(C2C(C(=O)O)c3ccccc3C(=O)N2C)cc1OC` (configuration not stated) is listed as ?, -1%, 5%, 10, 4%, -2%, 13%, 1%, 13%, 1%
`COc1cccc(NC(=O)Nc2ccc3nsnc3c2)c1` is listed as ?, -1%, ?, -2, 15%, -4%, -3%, 11%, 0%, 4%
`CC(C)c1onc(C(=O)NCc2ccc(Cl)cc2)c1[N+](=O)[O-]` is listed as 17%, -7%[46.1 µM], 12%, 1, 4%, -3%, -36%, -6%, 0%, -7%
